CRFBP-R2 agonist = agonists of CRF-BP/CRF-R2 complex, primary screen, cell-based, HEK293, calcium dye fluorescence, uHTS; CRF-binding protein / CRF receptor 2 complex (human); calcium dye fluorescence (FLIPR); percent of saturating CRF peptide response; activation, % at 13.2 µM; actives 0.46% (n = 350,000); AID 588473, 2011;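 active = activation of at least 50%, plus an integration ratio under a set limit after plate pattern correction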;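 also: plate controls were neutral control wells without compound for no effect and CRF at EC100 for full effect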
MEKK3 PB1 HTS = modulators of MEKK3-MEK5 PB1 binding, primary screen, biochemical, wildtype MEKK3, multiplex bead flow cytometry, Alexa488-MEK5; Mitogen-activated protein kinase kinase kinase 3 (Homo sapiens), Q99759; bead-based flow cytometry, Alexa488-MEK5 binding to MEKK3; actives lie on both sides; 0 = blocked by unlabeled MEK5, 100 = vehicle; binding response (% of control), % at 10 µM; actives 1.4% (n = 290,000);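 active = binding response more than 3 SD above or below the average of its plate-row segment, actives on both sides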;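 also: Alexa488 bead fluorescence after subtracting the streptavidin-only scavenger bead signal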
IDE cell inh = human IDE inhibitors in live cells, primary screen, fluorescence polarization, HEK cells, FAbetaB substrate | FAbetaB cleavage | actives 0.41% (n = 320,000) | inhibition, % at 5.59 µM | AID 434962, 2010;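 active = percent inhibition above the average of all tested compounds plus 3 SD, set per screening campaign, cut at about 16% in these data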;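 also: IDE supplied by intact live HEK cells; FP after avidin binding of uncleaved biotin substrate so inhibition keeps polarization high; 0% = DMSO wells and 100% = 60 µM reference IDE inhibitor Ii1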
PHOSPHO1 block = PubChem AID 1565; recombinant PHOSPHO1, absorbance phosphatase assay; inhibition, % at 13.3 µM; actives 1.1% (n = 290,000); in the data active = inhibition above about 60%
pCIP destab = p/CIP-EGFP fusion destabilizers, primary screen, fluorescence, F442A cells; Q05BA5; 16 h; decrease of EGFP signal, % at 10 µM; actives 0.01% (n = 290,000); AID 1984, 2009;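 active = EGFP signal decrease of at least 30% at 10 µM or well 3 SD below plate mean, unless failing retest; inactive = the rest, including hits failing retest or dose response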; also: some compounds called inactive have numbers as strong as hits; many of its hits are not listed in these tables
Target sequence (Q05BA5 1-1403): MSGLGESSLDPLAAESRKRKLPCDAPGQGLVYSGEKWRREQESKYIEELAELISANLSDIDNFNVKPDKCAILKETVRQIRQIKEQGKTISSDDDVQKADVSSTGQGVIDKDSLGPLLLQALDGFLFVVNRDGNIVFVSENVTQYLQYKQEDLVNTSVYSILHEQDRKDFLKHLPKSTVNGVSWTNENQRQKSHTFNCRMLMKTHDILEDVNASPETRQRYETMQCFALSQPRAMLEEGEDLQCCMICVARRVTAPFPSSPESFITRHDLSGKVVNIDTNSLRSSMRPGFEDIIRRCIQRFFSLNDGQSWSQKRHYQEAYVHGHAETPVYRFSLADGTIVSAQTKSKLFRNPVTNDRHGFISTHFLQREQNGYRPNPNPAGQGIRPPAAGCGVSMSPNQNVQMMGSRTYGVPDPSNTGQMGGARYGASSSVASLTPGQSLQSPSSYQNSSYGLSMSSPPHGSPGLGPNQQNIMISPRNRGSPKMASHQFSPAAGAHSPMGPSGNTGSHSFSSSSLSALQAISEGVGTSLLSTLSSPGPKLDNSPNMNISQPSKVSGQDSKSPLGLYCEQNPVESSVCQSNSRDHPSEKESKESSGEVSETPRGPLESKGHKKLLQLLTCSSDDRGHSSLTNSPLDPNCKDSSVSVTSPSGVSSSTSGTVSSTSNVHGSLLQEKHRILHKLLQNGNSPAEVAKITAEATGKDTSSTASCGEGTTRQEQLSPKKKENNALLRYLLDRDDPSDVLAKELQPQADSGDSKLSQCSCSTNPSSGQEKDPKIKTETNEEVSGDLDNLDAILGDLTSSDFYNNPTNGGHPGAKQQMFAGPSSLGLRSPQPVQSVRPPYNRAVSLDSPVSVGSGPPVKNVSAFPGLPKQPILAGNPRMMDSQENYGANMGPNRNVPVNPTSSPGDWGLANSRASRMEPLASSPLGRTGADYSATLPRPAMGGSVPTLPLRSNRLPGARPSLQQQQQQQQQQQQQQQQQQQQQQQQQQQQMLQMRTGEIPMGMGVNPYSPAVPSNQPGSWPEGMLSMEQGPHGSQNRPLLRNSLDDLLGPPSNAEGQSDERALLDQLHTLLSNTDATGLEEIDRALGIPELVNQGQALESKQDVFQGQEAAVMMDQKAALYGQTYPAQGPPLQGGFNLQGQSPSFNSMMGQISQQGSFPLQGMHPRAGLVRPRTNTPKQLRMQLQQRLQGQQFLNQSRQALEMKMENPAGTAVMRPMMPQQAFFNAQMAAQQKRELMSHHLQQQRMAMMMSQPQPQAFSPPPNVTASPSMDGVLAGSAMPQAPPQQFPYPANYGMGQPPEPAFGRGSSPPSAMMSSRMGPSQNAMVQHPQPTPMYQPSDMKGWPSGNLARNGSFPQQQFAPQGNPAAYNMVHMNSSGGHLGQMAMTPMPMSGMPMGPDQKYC
GalR3 antag = GalR3 antagonists in HEK293 cells, primary screen, cell-based, fluorescence readout; Galanin receptor type 3 (Homo sapiens), O60755; HEK293 GalR3-CNG cAMP membrane potential fluorescence; galR3 body fused to GalR1 C-terminus; inhibition, % at 3 µM; actives 0.44% (n = 360,000); AID 651719, 2012;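 active = inhibition above the screen-wide average plus 3 SD, cut at about 13% in these data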;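 also: forskolin and galanin both at EC90 stimulate the cells; cAMP rise reported by CNG channel membrane potential dye signal; 0% = forskolin plus galanin with DMSO and 100% = forskolin alone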
CHRM4 PAM = human M4 muscarinic receptor positive allosteric modulators, primary screen, CHO-K1 cells, Fluo-8 calcium fluorescence | Muscarinic acetylcholine receptor M4 (Homo sapiens), P08173 | CHO-K1 hM4/Gqi5, ACh EC20; 0% = ACh EC20, 100% = maximal ACh | activation, % at 3 µM | actives 0.4% (n = 360,000);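 active = activation above its plate's cutoff, the mean activation of sample wells plus 3 SD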; also: some results filed as inactive read as strong as hits
CRFR2-BP antag = antagonists of CRF-BP/CRF-R2 complex, primary screen, cell-based, HEK293, calcium dye fluorescence, uHTS | CRF-induced calcium fluorescence | AID 588475, 2011 | inhibition, % at 11.8 µM | actives 0.59% (n = 350,000);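 active = inhibition of the ligand-induced calcium signal above about 50% at the single tested concentration, limit read from the data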
IDE cell activ = human IDE activators in live cells, primary screen, fluorescence polarization, HEK cells, FAbeta-B substrate; Insulin-degrading enzyme (Homo sapiens), P14735; FAbeta-B cleavage; 0% vehicle, 100% cell-free pure enzyme wells; activation, % at 5.96 µM; actives 0.073% (n = 340,000); AID 493087, 2011;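 active = activation above the mean of all tested compounds plus 3 SD, set per screening campaign, cut at about 17% in these data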
An asterisk follows results filed as active; x = no result given; [ ] = dose if it differs, or a comment.

SMILES	CRFBP-R2 agonist	MEKK3 PB1 HTS	IDE cell inh	PHOSPHO1 block	pCIP destab	GalR3 antag	CHRM4 PAM	CRFR2-BP antag	IDE cell activ
CCCc1c(CC)c(=N)c2ccccc2n1C	16	74	11	41	-10	x	2	-16	6
CC(=O)Nc1ccc2c(c1Br)Cc1ccccc1-2	-1.3	x	x	x	x	-6	2	-6	0
Cc1ccc(F)cc1NC(=O)C12CC3CC(C1)CC(n1cnc([N+](=O)[O-])n1)(C3)C2	-2.0	99	3	50	-4	-5	-1	11	1
CC(=O)N1CC=C2C(C#N)=C(N)C(C#N)(C#N)C(CCc3ccccc3)C2C1 (stereo unspecified)	-0.9	103	6	1	-4	1	10	-1	-6
Oc1ccc(NC(=S)Nc2ccc(O)cc2)cc1	-1.3	105	3	-29	-21	-3	-3	10	0
COc1ccc(OC)c(NC(=O)Cn2c(-c3ccc(Cl)cc3)noc2=O)c1	-1.0	94	7	2	-26	-8	0	3	-6
COc1ccc(CNC(=O)CCCn2c(SCC#N)nc3cc4c(cc3c2=O)OCO4)cc1	-1.7	99	-9	28	-9	-3	-8	12	4
O=C(c1cc2ccccc2oc1=O)N1CCCC1	-0.6	107	1	24	2	-1	6	0	3
COc1ccc(S(=O)(=O)N2CCCOC2CNC(=O)C(=O)NCc2cccnc2)cc1 (stereo unspecified)	-1.0	102	3	14	-8	0	4	-7	-1
CCCNc1cc(C)oc(=O)c1C(=O)CCC	-0.8	107	1	6	-15	-5	11	14	-1
COc1ccc2c(c1)[nH]c1c(=O)n(/N=C/c3ccc(OC)c(CN4CCCC4)c3)cnc12	-0.8	93	-1	33	0	-5	-16	4	-3
Cc1ccc(C(C)C)cc1OCC(=O)Nc1ccc(-n2cnnn2)cc1	-1.6	x	x	x	x	-6	-3	-28	4
CC(C)=CCCC(C)NC(=O)NC1CCCCC1 (stereo unspecified)	1.4	110	9	-10	-9	-3	-9	25	1
O=C(NC1CCCCCC1)C(=S)N1CCCC1	0.2	105	-5	50	-8	-1	-5	-6	-1
CC(C)CC(OC(=O)c1nsc(Cl)c1Cl)C(=O)NCc1cccs1 (stereo unspecified)	-1.8	90	2	-16	-6	-3	19	13	6
COc1ccc(NS(=O)(=O)c2ccc(SC)cc2)c(OC)c1	-0.2	101	5	3	-7	0	-7	18	5
N/C(=N\OC(=O)COc1ccc(Cl)cc1Br)c1cccnc1	0.8	106	0	2	-7	-3	-12	-1	2
CCc1ccc(N2NC(=O)/C(=C/C=C/c3ccco3)C2=O)cc1	-2.5	107	8	-9	-1	8	-1	7	5
Cc1ccc2oc(=O)n(CC(=O)O)c2c1	-0.7	98	4	28	-10	-2	-3	16	0
COc1cc(OC)cc(-c2nnc(N(C)C(=O)c3ccncc3)s2)c1	-0.9	90	-3	-14	-35	0	-3	-10	-2

Part of the list above, with bars between the fields.
Structure | CRFBP-R2 agonist | MEKK3 PB1 HTS | IDE cell inh | PHOSPHO1 block | pCIP destab | GalR3 antag | CHRM4 PAM | CRFR2-BP antag | IDE cell activ
CCCc1c(CC)c(=N)c2ccccc2n1C | 16 | 74 | 11 | 41 | -10 | x | 2 | -16 | 6
CC(=O)Nc1ccc2c(c1Br)Cc1ccccc1-2 | -1.3 | x | x | x | x | -6 | 2 | -6 | 0
Cc1ccc(F)cc1NC(=O)C12CC3CC(C1)CC(n1cnc([N+](=O)[O-])n1)(C3)C2 | -2.0 | 99 | 3 | 50 | -4 | -5 | -1 | 11 | 1
CC(=O)N1CC=C2C(C#N)=C(N)C(C#N)(C#N)C(CCc3ccccc3)C2C1 (stereo unspecified) | -0.9 | 103 | 6 | 1 | -4 | 1 | 10 | -1 | -6
Oc1ccc(NC(=S)Nc2ccc(O)cc2)cc1 | -1.3 | 105 | 3 | -29 | -21 | -3 | -3 | 10 | 0
COc1ccc(OC)c(NC(=O)Cn2c(-c3ccc(Cl)cc3)noc2=O)c1 | -1.0 | 94 | 7 | 2 | -26 | -8 | 0 | 3 | -6
COc1ccc(CNC(=O)CCCn2c(SCC#N)nc3cc4c(cc3c2=O)OCO4)cc1 | -1.7 | 99 | -9 | 28 | -9 | -3 | -8 | 12 | 4
O=C(c1cc2ccccc2oc1=O)N1CCCC1 | -0.6 | 107 | 1 | 24 | 2 | -1 | 6 | 0 | 3
COc1ccc(S(=O)(=O)N2CCCOC2CNC(=O)C(=O)NCc2cccnc2)cc1 (stereo unspecified) | -1.0 | 102 | 3 | 14 | -8 | 0 | 4 | -7 | -1
CCCNc1cc(C)oc(=O)c1C(=O)CCC | -0.8 | 107 | 1 | 6 | -15 | -5 | 11 | 14 | -1
COc1ccc2c(c1)[nH]c1c(=O)n(/N=C/c3ccc(OC)c(CN4CCCC4)c3)cnc12 | -0.8 | 93 | -1 | 33 | 0 | -5 | -16 | 4 | -3

Next part
SMILES	CRFBP-R2 agonist	MEKK3 PB1 HTS	IDE cell inh	PHOSPHO1 block	pCIP destab	GalR3 antag	CHRM4 PAM	CRFR2-BP antag	IDE cell activ
O=c1[nH]nc(-c2ccc(F)cc2)cc1-c1ccccc1	-2.9	95	x	25	4	-5	-3	-2	0
Cc1ccc(NC(=O)CC(C)c2ccccc2)cc1S(=O)(=O)N1CCOCC1 (stereo unspecified)	-3.1	x	5	x	x	-7	-3	0	-3
N/C(=N\OC(=O)c1cccc([N+](=O)[O-])c1)c1ccccn1	14	100	-3	-117	6	5	1	2	-1
CCN1CCN(c2ccc(S(=O)(=O)N3CCCCC3)cc2NC(=O)c2cccc(Cl)c2)CC1	0.1	x	-2	x	x	-5	-3	-11	6
COc1ccc(-n2c3c(cc(C#N)c2=O)C(=O)CCC3)cc1	-0.9	106	8	-1	19	-6	2	14	4
CN(C(=O)COC(=O)c1cccnc1Cl)C1CCCCC1	0.4	x	0	x	x	-6	2	17	1
CCN(C(=O)CSc1nc2ccc([N+](=O)[O-])cc2s1)C1CCS(=O)(=O)C1 (stereo unspecified)	1.5	88	-3	33	-39	-5	0	6	7
Cn1c(N2CCN(C(c3ccccc3)c3ccccc3)CC2)nc2c1c(=O)[nH]c(=O)n2C	-1.6	103	1	46	-8	-12	-11	-51	3
O=S(=O)(c1cccs1)N1CCN(c2ccc(O)cc2)CC1	-0.8	99	0	10	-1	-8	-2	6	6
Cc1ccnc(NS(=O)(=O)c2ccc(NC(=O)c3ccc(S(=O)(=O)N4CCOCC4)cc3)cc2)n1	2.5	86	-6	1	-3	-2	-5	-2	4
O=c1c2cc(Cl)ccc2oc2nc3n(c(=O)c12)CCCS3	1.1	74*[inhibitor]	3	30	-1	4	3	-10	0
CS(=O)(=O)c1ccc2nc(NC(=O)c3ccc(Cn4cc(Br)cn4)o3)sc2c1	-1.9	101	2	23	10	4	-8	-6	6
O=[N+]([O-])c1ccc(N2CCCCC2)c(Cl)c1N1CCCCC1	-0.3	105	1	30	-10	-2	9	-9	7
Cc1cc(C)c(NC(=O)C(C)c2cccc(C(=O)c3ccccc3)c2)c(C)c1 (stereo unspecified)	-0.9	x	-2	-19	0	-9	8	1	-1
C[C@@H]1CN([C@H](C)CO)C(=O)CCCn2nncc2CO[C@H]1CN(C)C(=O)c1cc(-c2ccccc2)on1	-0.8	x	x	x	x	-8	-7	-3	x
Cc1cc(=O)[nH]c2ccccc12	0.3	118	1	22	-1	-2	3	3	1
FC(F)Oc1ccc(C2N=C(c3ccccc3)NO2)cc1 (stereo unspecified)	-1.9	98	2	43	-9	-8	5	9	5
CCN(CC)S(=O)(=O)c1ccc(C(=O)OCCN2C(=O)CCC2=O)cc1	-1.4	93	7	17	-11	2	0	-2	1
Fc1ccccc1COc1ccc2ccccc2c1CNc1nn[nH]n1	-0.8	99	-2	-6	-39	-5	10	10	0
COc1ccc(-c2cn3c(C)c(C(=O)N4CCc5ccccc5C4)sc3n2)cc1	3.9	98	5	31	3	x	10	-24	5
CCCOc1ccc(/C(O)=C2/C(=O)C(=O)N(CCOC)C2c2cccnc2)cc1 (stereo unspecified)	x	x	2	29	-28	4	x	x	x
CCCCn1c(N)c(N(CCOC)C(=O)CCNC(=O)c2ccccc2Cl)c(=O)[nH]c1=O	0.5	95	-1	-24	-54	1	5	-1	-1
O=C(/C=C/c1ccco1)NC(=S)N1CCCCC1	1.6	100	1	32	-3	-6	-2	-7	1
COc1ccc(-c2[nH]ncc2CN2CCC(C(=O)N3CCOCC3)CC2)c(F)c1	7.6	99	2	40	-23	-1	12	-16	5
CCOC(=O)N1CCN(c2cc(C)c(C(C)=O)cc2F)CC1	0.1	103	0	-15	-27	-4	-9	4	2
COc1ccc(N2CCN(C(c3cc(OC)ccc3OC)c3nnnn3CC3CCCO3)CC2)cc1 (stereo unspecified)	-0.9	102	3	-8	-19	-2	-2	14	4
O=C(Nc1ccc(NC(=O)c2cccs2)cc1Cl)c1ccco1	2.6	98	-4	-23	0	-1	9	2	3
CN(Cc1cccnc1)C(=O)c1cc(COc2ccc3c(c2)CCCC3)on1	-0.7	101	3	11	-3	-2	-12	-2	-12
COc1cccc(C2C(C(=O)c3cc4ccccc4o3)=C(O)C(=O)N2c2cc(C)on2)c1OC (stereo unspecified)	0.2	x	0	22	-2	-3	13	11	8
CCCc1noc(-c2ccc(-c3ccccc3)cc2)n1	0.0	102	6	2	-12	-2	2	-8	1
S=C(NC1CCCC1)N1CCN(c2ccc(Cl)cc2)CC1	0.2	102	0	29	-3	1	-7	-7	-1
COc1ccc(/C=C(\NC(=O)c2ccccc2)C(=O)NCCC(=O)O)cc1	-2.2	95	4	8	4	0	-10	3	4
O=C(N[C@@H](Cc1ccccc1)C(=O)O)c1ccc(C(F)(F)F)cc1	-0.6	102	-4	18	-8	-6	-1	-4	-2
Cc1cccc(C2=NN(c3ccccc3)[C@H](CO)[C@H]2c2ccccc2)c1	-2.9	x	x	x	x	x	-2	5	4
Cc1ccsc1C(=O)OCC(=O)Nc1cccc(S(=O)(=O)NC2=NCCCCC2)c1	-0.8	102	2	32	0	-8	-2	-4	-5
O=C1c2ccccc2/C(=C\c2ccc(Br)s2)N1c1ccccc1	0.8	x	1	x	x	-2	1	7	4
CC(C)(C)c1cc2cccnc2n1Cc1cccc(F)c1	-2.1	106	-3	19	-16	-4	-9	-1	5
COc1cc(OC)c(N(C)S(=O)(=O)c2cccc(C(=O)NC3=NCCS3)c2)cc1Cl	2.0	94	-2	8	-2	-9	-19	-1	5
CCC(=O)Nc1cccc(C2=NOC3(C2)C[C@@H](C(N)=O)N(C(=O)CC)C3)c1 (stereo partly specified)	0.3	82	7	26	-12	-5	7	14	4

From PubChem BioAssay
